FEN1 inhibitor: inhibitors of human flap endonuclease 1; P39748; Potency, µM (titrated, usually from 114 µM), inactives show at the highest dose activity change, negative = inhibition, hits mostly inhibitors; 390,000 compounds, 0.35% hits; Recombinant FEN1 flap cleavage, fluorescence, 15 min; further: nearly all actives have a fitted effect of over 65% in size
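Potency values derive from four-parameter Hill fits of normalized qHTS data. The reaction used 10 nM FEN1 preincubated 15 min at room temperature with compound, then 50 nM DNA substrate, read at 0 and 15 min.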
N370S GC: inhibits or activates N370S mutant glucocerebrosidase; P04062; N370S GC spleen homogenate, 4MU-glucoside fluorescence; Potency, µM (series often up to 59.4 µM), without a hit: at the top dose activity change, negative = inhibition, most hits filed as inhibitors; 330,000 compounds, 0.092% hits;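 further: 0% = full enzyme activity and -100% = no enzyme basal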
KAT2A inh: blocks human GCN5L2 histone acetyltransferase | Q92830 | GCN5L2 HAT assay, ThioGlo1 CoA-SH fluorescence | Potency, µM (top dose mostly 58.9 µM), inactives show at the highest dose activity change, negative = inhibition, usual class: inhibitors | 390,000 compounds, 0.21% hits | AID 504327
Target sequence (Q92830 whole entry, looked up): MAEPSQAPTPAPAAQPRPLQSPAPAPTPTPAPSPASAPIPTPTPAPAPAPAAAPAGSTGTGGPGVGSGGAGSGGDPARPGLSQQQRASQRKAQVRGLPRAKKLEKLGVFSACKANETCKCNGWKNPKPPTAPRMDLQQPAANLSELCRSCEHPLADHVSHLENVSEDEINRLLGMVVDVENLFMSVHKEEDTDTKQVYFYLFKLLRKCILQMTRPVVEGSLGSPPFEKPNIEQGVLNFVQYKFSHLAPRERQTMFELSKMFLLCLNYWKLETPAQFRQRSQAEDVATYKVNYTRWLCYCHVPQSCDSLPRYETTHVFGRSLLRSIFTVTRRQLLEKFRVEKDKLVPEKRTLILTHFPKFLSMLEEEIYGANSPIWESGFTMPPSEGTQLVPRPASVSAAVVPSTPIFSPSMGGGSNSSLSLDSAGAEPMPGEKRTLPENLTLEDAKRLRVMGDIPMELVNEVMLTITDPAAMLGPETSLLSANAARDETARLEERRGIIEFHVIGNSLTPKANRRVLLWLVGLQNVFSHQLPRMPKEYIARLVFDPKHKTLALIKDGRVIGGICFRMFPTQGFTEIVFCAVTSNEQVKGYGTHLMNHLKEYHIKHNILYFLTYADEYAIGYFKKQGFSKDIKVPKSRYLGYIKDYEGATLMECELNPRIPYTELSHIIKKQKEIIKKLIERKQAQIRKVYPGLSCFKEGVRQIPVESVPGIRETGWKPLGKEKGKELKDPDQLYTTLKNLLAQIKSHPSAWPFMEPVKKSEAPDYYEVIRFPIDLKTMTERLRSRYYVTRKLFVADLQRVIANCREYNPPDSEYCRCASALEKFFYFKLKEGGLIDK
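ThioGlo1-coupled HAT assay: 20nM GCN5L2, 70uM acetyl-CoA, 75uM H3(1-25) peptide, pH 7.5. Fluorescence read at 340/540nm at start and after 20 min at room temperature.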
* = called active by the depositor; ? = inconclusive; . = not tested or not shown; & = joins results of further samples; [ ] = remark or other dose. The call rests on the fitted dose curve; in most records, active means well fitted curve in the direction sought with a large enough effect; inconclusive means small, poorly fitted or top-dose-only effect, or another doubt; inactive means no such curve, though single readings can be large; an effect the other way counts as inactive or inconclusive. Unless noted, on the % scale 0 is the no-effect control and ±100 the full control effect; potency means the concentration at half of the fitted maximal effect.

Values run as follows: FEN1 inhibitor, N370S GC, KAT2A inh
CC1CCN(S(=O)(=O)c2ccc3c(c2)CCN3)CC1
    7%, ., -3%
Cc1ccccc1C1=Nn2c(nnc2-c2ccco2)SC1
    -11%, 1%, -1%
CCn1c(O)c(/C=C2\C=NN=C2c2ccccc2)sc1=S
    0%, 16%, -24%
CCOc1ccc(-c2cc(C(=O)Nc3ccc4c(c3)OCCO4)c3ccccc3n2)cc1
    -16%, 1%, -4%
COc1ccc(Cn2c(CO)cnc2SCc2cccc(C)c2)cc1
    7%, ., -13%
Cc1cc(NS(=O)(=O)c2ccc(C3CCCCC3)cc2)no1
    -5%, 10%, 2%
C=CC[C@@H](Cc1ccc(F)cc1)C(=O)OC[C@H]1CCCN1C(=O)[C@@H](CC=C)CC(=O)N(CCO)Cc1ccccc1
    0%, ., -9%
CC(C)(C)OC(=O)N1CCC(CC2CC(c3ccccc3)=NO2)(C(=O)NCc2ccccc2)CC1 (stereo not drawn)
    -14%, -5%, -2%
Nc1nc(N)nc(-c2ccc(Cl)cc2)n1
    -3%, -1%, -4%
COC(=O)c1cc(NC(=O)c2cc3sccc3n2Cc2ccc(Cl)cc2)cc(C(=O)OC)c1
    -4%, ., -2%
COCCn1c(=O)c(-c2cccc(C#N)c2)nc2cnc(N(C)C)nc21
    ., 12%, -22%
CCOC(=O)N1CCN(C(=O)CCNS(=O)(=O)c2ccc(C)c(C)c2)CC1
    -4%, -3%, 0%
COc1ccc(S(=O)(=O)N2CCOc3ccccc32)cc1
    -2%, 0%, -18%
COc1ccc(CCNC(=O)CNS(=O)(=O)c2cccs2)cc1OC
    -4%, -1%, -4%
CCc1ccc(NC(=O)C2CCN(c3cc(C)nc4c(-c5ccc(Cl)cc5)c(C)nn34)CC2)cc1
    -2%, ., 1%
COc1cc(/C=N/NC(=O)c2ccncc2)ccc1OCC(=O)Nc1ccccc1
    9%, -1%, -1%
CC(CN1CCCC1)OC(=O)C(c1ccccc1)c1ccccc1 (stereo not drawn)
    -3%, -8%, -9%
CC(NC(=O)NC(=O)c1cccc([N+](=O)[O-])c1)C1CC1 (stereo not drawn)
    -1%, -16%, ?
COc1ccc(NS(=O)(=O)c2ccc(N3CCOCC3)c(NC(=O)c3ccc(OC)cc3)c2)cc1
    -5%, 21%, -6%
CCOc1ccc(NS(=O)(=O)c2ccc(NC(=O)c3cccnc3)c(OC)c2)cc1
    -3%, -8%, -2%
Cc1cc([N+](=O)[O-])nn1CC(=O)N1c2ccccc2CC1C (stereo not drawn)
    -2%, 3%, -1%
COc1ccccc1-n1cnnc1SC(C)C(=O)Nc1cccc([N+](=O)[O-])c1 (stereo not drawn)
    6%, 3%, -3%
Cc1ccc(NC(=S)NNC(=O)CSc2nnc(-c3ccc(Cl)cc3)n2C2CCCCC2)cc1
    -8%, -8%, 1%
Cc1cc(C)n2nc(C(=O)N3CCN(Cc4ccc5c(c4)OCO5)CC3)nc2n1
    -18%, -3%, -9%
O=C(/C=C1\NC2(CCCC2)Cc2ccccc21)C(=O)N/N=C/c1ccccc1O
    12%, 9%, -9%
CCOc1ccccc1OCCCC(=O)NNC(=O)c1ccc(F)cc1
    12%, ., -8%
CCOC(=O)N1CCC(NC(=O)c2cc(COc3ccc(F)cc3Cl)on2)CC1
    -7%, 2%, -3%
Cc1[nH]c2ccccc2c1C(=O)CN1CCN(c2ccc(Cl)cc2)CC1
    12%, -5%, 4%
COc1ccc(C(CNC(=O)CCNS(=O)(=O)c2ccc(Br)cc2)N2CCCC2)cc1 (stereo not drawn)
    -8%, -18%, 0%
CN(Cc1ccccc1)S(=O)(=O)c1csc(C(N)=O)c1
    -2%, 2%, -4%
COc1ccc(-c2cn3c(n2)sc2cc(C(=O)NCc4cccs4)ccc23)cc1
    -2%, ., -4%
CCCCCn1nc(C(=O)N(CCOC)c2c(N)n(CCCC)c(=O)[nH]c2=O)c2ccccc2c1=O
    4%, -16%, -6%
COCC(C)NC(=O)CSc1nc2ccccc2c(=O)n1CCc1ccc(S(N)(=O)=O)cc1 (stereo not drawn)
    6%, -6%, -4%
CCOc1ccc(NC(=S)NCc2ccc3[nH]c(C)cc3c2)cc1
    6%, 3%, -8%
CCc1ccc(NC(=O)c2ccc(F)c(S(=O)(=O)NCc3ccc(Cl)c(Cl)c3)c2)cc1
    -6%, ., -4%
COc1ccc(Cl)cc1S(=O)(=O)NC1CC(C)(C)NC(C)(C)C1
    10%, -8%, 0%
CCOc1ccc(CN(C)CC(=O)Nc2ccc3c(c2)CCC3)cc1OC
    -7%, -2%, -7%
Nc1cc2c(cc1C(=O)c1ccccc1F)OCCO2
    -7%, -15%, 1%
O=C(CSc1nc2ccccc2[nH]1)Nc1ccccc1F
    -8%, 25%, 0%
O=C(Nc1ccc2c(c1)OCO2)C1CCCN(S(=O)(=O)Cc2ccccc2)C1 (stereo not drawn)
    -2%, -10%, -10%
COc1ccc(OCCn2c(C(C)Oc3ccccc3)nc3ccccc32)cc1 (stereo not drawn)
    0%, ., -16%
Cc1cc2oc(=O)cc(COC(=O)c3n[nH]c4ccccc34)c2cc1C
    -1%, 23%, -4%
CCCC(=O)Nc1nnc(SCc2cc(=O)c3ccc(C)cc3[nH]2)s1
    14%, ., -4%
Cn1c(-c2cc3ccc(OC(=O)C(C)(C)C)cc3oc2=O)nc2ccccc21
    29%, ?, -10%
CCc1nnc2c(Nc3ccc(N(CC)CC)cc3C)nc3ccccc3n12
    0%, ., -14%
COc1cc(/C=C2/C(=N)N3N=C(CC(=O)N4CCOCC4)SC3=NC2=O)ccc1OCc1ccccc1F
    -8%, -1%, -19%
COc1cccc(-c2nc(CS(=O)CC(=O)NCc3ccc(F)cc3)c(C)o2)c1 (stereo not drawn)
    15%, 13%, 0%
COc1ccc(-c2cn(-c3ccc(Br)cc3)c3[n+]2CCS3)cc1
    6%, 1%, -3%
COc1ccc(OCC(O)CNC(=O)c2c(-c3ccccc3)noc2C)cc1 (stereo not drawn)
    0%, -9%, -17%
CC(=O)Nc1sc(C)c(C)c1C(=O)OCC(=O)NCc1ccccc1
    -1%, -1%, -3%
CCOC(=O)c1n[nH]c(=O)c2ccccc12
    0%, -7%, -5%
OC1(c2cccc(C(F)(F)F)c2)CCN(c2ccc(-c3ccccc3)nn2)CC1
    0%, 6%, -5%
CCN(CC)CCNC(=O)CCn1c(=O)c2cccn2c2cccnc21
    -9%, ., -3%
COc1ccc(CCNc2ncnc3c2cnn3-c2ccc(C)cc2)cc1
    -16%, ., 0%
COc1ccc2cc(CCl)c(Cl)nc2c1
    5%, 5%, 3%
Cc1cccc(CSc2ccc3nnc(CCNS(=O)(=O)c4ccccc4)n3n2)c1
    -18%, ., -16%
Cc1nc([N+](=O)[O-])nn1C12CC3CC(CC(Br)(C3)C1)C2
    -5%, 16%, -7%
O=[N+]([O-])c1ccc(C=Nc2ccc(Cl)c([N+](=O)[O-])c2)s1
    ., 2%, -10%
Cc1c(NC(=O)c2ccc(CN3CCc4ccccc4C3)cc2)c(=O)n(-c2ccccc2)n1C
    1%, 3%, -3%
O=C(NCCS(=O)(=O)c1ccc(Cl)cc1)c1ccc(F)cc1
    1%, -10%, -1%

The listing continues:
Values run as follows: FEN1 inhibitor, N370S GC, KAT2A inh
Cc1ccc(NC(=O)c2cccc(N(C)C)c2)cc1NC(=O)c1ccc(O)cc1
    ., -5%&-4%&4%, -13%&-2%&-15%
Cc1ccc(N2C(=O)c3ccccc3C2C(=O)c2ccc(C)c(C)c2O)cc1 (stereo not drawn)
    -10%, 2%, -5%
O=C(c1ccc(S(=O)(=O)N2CCCCC2)cc1)N(c1ccccn1)C1CCCCC1
    -15%, 4%, -2%
COc1ccc(-c2nnn3c2nc(NCc2ccccc2)c2ccccc23)cc1
    18%&-4%, 0%, -5%&-1%
CCc1oc2ccccc2c1C(=O)CCN1CCCCC1
    -5%, 13%[2.35 µM], -6%
CCCNC(=O)c1onc(CSc2ccccc2)c1C(=O)NCCC
    -6%, -5%, -3%
Cc1cc(C(F)F)n2nc(C(=O)Nc3cc(C)on3)nc2n1
    -13%, 3%, -1%
O=C(O)CCc1nnc2cnc3ccccc3n12
    -2%, ., -6%
COc1ccccc1N1CCN(C(=O)c2ccc3[nH]c(C)c(C)c3c2)CC1
    -12%, -8%, -7%
COc1ccc(CCNC(=O)CCNS(=O)(=O)c2cccc(Cl)c2)cc1OC
    10%, 0%, -4%
Cc1ccc(C)c(N2CCN(C(=O)CN3C(=S)NC(C)(C)CC3C)CC2)c1 (stereo not drawn)
    4%, -11%, -6%
CCOc1ccccc1CN1CCN(CC2CC2)CC1CCO (stereo not drawn)
    -2%, -1%, -8%
Cc1nc(-c2ccccc2)nc(Cl)c1Cl
    0%, -13%, 0%
CCCC(=O)NCCCc1nc2ccccc2n1C(C)C
    1%, -5%, -7%
O=C(CSc1nnc(CNC(=O)c2cccc(C(F)(F)F)c2)o1)NCc1ccco1
    8%, -1%, -2%
Cc1ccc(-n2ncc3c(NCc4ccccc4)ncnc32)cc1Cl
    0%, ., -3%
Cc1cccc(CCNC(=O)CCc2c(C)nc3c(-c4ccc(F)cc4)c(C)nn3c2C)c1
    -6%, ., 2%
C=CCn1c(COc2ccccc2)nnc1SCC(=O)Nc1ccc2c(c1)OCCO2
    -6%, -7%, -1%
O=C1/C(=C/c2ccccn2)SC(=S)N1N1CCOCC1
    9%, 2%, -2%
CCCN1C(=O)C2C(C(=O)Nc3cccc(OC)c3)C3C=CC2(O3)C1C(=O)NC1CCCCC1 (stereo not drawn)
    -3%, -21%, -4%
CC(C)OCCCNC(=O)c1cn(C)c2ccc(S(=O)(=O)N3CCCCCC3)cc2c1=O
    40%[activator], ., -2%
CC(C)Cc1nn2c(=O)cc(COC(=O)c3ccccc3NC(=O)C3CCCCC3)nc2s1
    3%, ., -8%
COc1ccc([C@H]2CC(=O)C=C(c3ccccc3C(F)(F)F)C2)cc1
    0%, ., -3%
CCOc1ccc(NC(=O)c2cc3c(=O)n(C)c4ccccc4c3n2C)cc1
    1%, 0%, -3%
CC(C)n1c2ccccc2c2cc([N+](=O)[O-])ccc21
    -2%, 12%, -5%
CCOc1nc(Nc2ccc(OC)cc2)nc(OCC)n1
    -9%, 5%, -4%
CCn1c(-c2ccccc2)c(C(=O)CCl)c2ccccc21
    -23%, 23%, -8%
CCOc1cccc(-c2nc3ccccc3c(=O)o2)c1
    -24%, ., 2%
O=C(Nc1ccc(Oc2cccc(C(F)(F)F)c2)nc1)c1ccco1
    4%, 4%, 2%
COc1ccc(CC(=O)NC2CC(=O)N(c3cccc(F)c3)C2)cc1OC (stereo not drawn)
    -7%, ., -3%
COCCCn1c(SCC(=O)Nc2cccc(C(=O)OC)c2)nnc1-c1ccncc1
    -2%, -10%, 1%

Among those listed so far, 11 have an aryl thioether with sulfur outside any ring.
Values run as follows: FEN1 inhibitor, N370S GC, KAT2A inh
COc1ccc(Cn2c(CO)cnc2SCc2cccc(C)c2)cc1
    7%, ., -13%
COc1ccccc1-n1cnnc1SC(C)C(=O)Nc1cccc([N+](=O)[O-])c1 (stereo not drawn)
    6%, 3%, -3%
Cc1ccc(NC(=S)NNC(=O)CSc2nnc(-c3ccc(Cl)cc3)n2C2CCCCC2)cc1
    -8%, -8%, 1%
COCC(C)NC(=O)CSc1nc2ccccc2c(=O)n1CCc1ccc(S(N)(=O)=O)cc1 (stereo not drawn)
    6%, -6%, -4%
O=C(CSc1nc2ccccc2[nH]1)Nc1ccccc1F
    -8%, 25%, 0%
CCCC(=O)Nc1nnc(SCc2cc(=O)c3ccc(C)cc3[nH]2)s1
    14%, ., -4%
Cc1cccc(CSc2ccc3nnc(CCNS(=O)(=O)c4ccccc4)n3n2)c1
    -18%, ., -16%
CCCNC(=O)c1onc(CSc2ccccc2)c1C(=O)NCCC
    -6%, -5%, -3%
O=C(CSc1nnc(CNC(=O)c2cccc(C(F)(F)F)c2)o1)NCc1ccco1
    8%, -1%, -2%
C=CCn1c(COc2ccccc2)nnc1SCC(=O)Nc1ccc2c(c1)OCCO2
    -6%, -7%, -1%
COCCCn1c(SCC(=O)Nc2cccc(C(=O)OC)c2)nnc1-c1ccncc1
    -2%, -10%, 1%

Screening results from PubChem.
